# A3G deaminase = APOBEC3G DNA deaminase inhibitors, primary screen, biochemical, fluorescence, single-stranded DNA substrate, uHTS; DNA dC->dU-editing enzyme APOBEC-3G (Homo sapiens), Q9HC16; recombinant A3G, ssDNA deamination FAM/TAMRA fluorescence; inhibition, % at 20 µM; 330,000 tested, 0.28% active; AID 493012, 2011;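 active = inhibition of at least 40% at 20 µM, with no more than 30% in the related APOBEC3A deaminase screen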;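 note: plate controls were DMSO wells with A3G for no effect and wells lacking A3G enzyme for full effect; some compounds called inactive have numbers as strong as hits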
# Target sequence (Q9HC16 whole entry, looked up): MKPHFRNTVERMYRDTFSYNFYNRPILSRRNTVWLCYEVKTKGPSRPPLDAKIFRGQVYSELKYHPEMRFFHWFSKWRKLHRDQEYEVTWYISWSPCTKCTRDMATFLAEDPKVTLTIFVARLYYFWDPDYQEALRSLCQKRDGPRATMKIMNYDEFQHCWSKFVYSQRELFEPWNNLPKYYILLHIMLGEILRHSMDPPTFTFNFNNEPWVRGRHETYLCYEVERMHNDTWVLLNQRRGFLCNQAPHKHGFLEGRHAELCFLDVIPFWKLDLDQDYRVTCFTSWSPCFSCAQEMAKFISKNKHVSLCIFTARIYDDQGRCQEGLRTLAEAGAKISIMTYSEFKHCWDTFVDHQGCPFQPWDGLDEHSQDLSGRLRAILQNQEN
# tim10-1 inh = growth inhibitors of tim10-1 mutant yeast, primary screen, luminescence, uHTS. S. cerevisiae tim10-1 ts strain growth, BacTiter-Glo, 24 h. inhibition, % at 20 µM. 330,000 tested, 2.2% active;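 active = inhibition of at least 40%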;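 note: mutant grown at 25 °C; 0% = DMSO wells with yeast and 100% = wells holding no yeast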
# mIAP act = activators of mouse IAP, primary screen, biochemical, luminescence, uHTS. activation factor at 10 µM. 330,000 tested, 0.24% active. AID 2805, 2010. intestinal alkaline phosphatase [Mus musculus]. muIAP, CDP-Star luminescence, 30 min; stronger effect = higher value; 1 = vehicle-only enzyme signal, 0 = enzyme-free wells;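 active = activation factor of at least 2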; note: the source names both 10 and 20 µM as test concentration; values of inactives mirror those of a sister screen read the other way
#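 Assay system: mouse IAP enzyme / Compound: DMSO-dissolved test compounds / Timing: 30 min, room temperature / Measured by: luminescence from enzymatic CDP-Star hydrolysis / Control set: DMSO-only wells, enzyme-free buffer wells as negative control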
# TIM10 inh = growth inhibitors of isogenic TIM10 control yeast, primary screen, counter-screen for tim10-1 yeast inhibitor project, luminescence, uHTS; S. cerevisiae TIM10 strain growth, BacTiter-Glo luminescence, 24 h; inhibition, % at 10 µM; 330,000 tested, 1.4% active; AID 463195, 2010;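 active = inhibition of 40% or more at the single tested concentration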;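 note: wild-type TIM10 isogenic control strain grown at permissive 25 °C; 0% = DMSO yeast wells and 100% = minimal medium wells without yeast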
# A3A deaminase = APOBEC3A ssDNA deaminase inhibitors, primary screen, selectivity assay for APOBEC3G inhibitor project, biochemical, FAM/TAMRA oligo cleavage fluorescence. DNA dC->dU-editing enzyme APOBEC-3A (Homo sapiens), P31941. recombinant A3A, FAM/TAMRA ssDNA deamination fluorescence. inhibition, % at 20 µM. 330,000 tested, 0.41% active. AID 493011, 2011;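 active = at least 40% inhibition at 20 µM here, with at most 30% in a related deaminase screen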;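 note: plate controls were A3A with DMSO for no effect and wells lacking A3A enzyme for full effect; some results filed as inactive read as strong as hits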
# MIN6 prolif = inducers of MIN6 beta-cell proliferation, primary screen, ATP luminescence, uHTS; proliferation, % at 10 µM; 330,000 tested, 0.29% active; MIN6 cells proliferation, ATPlite luminescence, 48 h; cells starved in 0.2% serum; 100% = growth in 10% serum;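 active = compounds whose signal lies at least 3.5 SD above the mean of all wells on their plate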;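 note: 0% = DMSO-treated cells in low-serum medium and 100% = 10% serum control; some compounds called inactive have numbers as strong as hits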
# hIAP block = human IAP inhibitors, primary screen, biochemical, luminescence, uHTS | Intestinal-type alkaline phosphatase (Homo sapiens), P09923 | purified IAP, CDP-Star luminescence, 30 min | inhibition, % at 10 µM | 330,000 tested, 0.12% active;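 active = inhibition reaching a set limit with compound at 10 µM in the primary screen, cut at about 35% in these data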;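 note: plate controls were DMSO wells with enzyme for no effect and no-enzyme buffer wells for full effect; values of inactives mirror those of a sister screen read the other way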
# Target sequence (P09923 whole entry, looked up): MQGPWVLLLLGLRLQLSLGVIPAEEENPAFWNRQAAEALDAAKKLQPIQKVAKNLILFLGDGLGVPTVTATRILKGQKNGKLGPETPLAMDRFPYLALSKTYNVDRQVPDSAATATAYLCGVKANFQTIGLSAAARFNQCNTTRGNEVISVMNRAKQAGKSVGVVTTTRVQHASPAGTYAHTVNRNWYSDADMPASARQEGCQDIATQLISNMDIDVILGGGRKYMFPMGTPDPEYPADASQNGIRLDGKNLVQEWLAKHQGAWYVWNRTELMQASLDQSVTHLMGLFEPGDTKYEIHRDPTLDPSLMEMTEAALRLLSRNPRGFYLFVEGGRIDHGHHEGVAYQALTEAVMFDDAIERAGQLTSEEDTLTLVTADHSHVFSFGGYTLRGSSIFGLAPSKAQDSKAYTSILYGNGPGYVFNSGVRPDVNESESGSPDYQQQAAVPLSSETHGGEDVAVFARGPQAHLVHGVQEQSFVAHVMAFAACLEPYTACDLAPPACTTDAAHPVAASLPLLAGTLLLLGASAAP
# NALP3 yeast inh = NALP3 inflammasome inhibitors in reconstituted yeast, primary screen, luminescence, uHTS; Yeast reconstituted NLRP3/ASC/caspase-1, beta-gal luminescence, 24 h; inhibition, % at 10 µM; 330,000 tested, 0.39% active;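 active = inhibition of 50% or more; inactive = inhibition below 50%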;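 note: plate controls were induced DMSO wells for no effect and uninduced yeast grown without galactose for full effect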
# mIAP inh = inhibitors of mouse IAP, primary screen, biochemical, luminescence, uHTS; intestinal alkaline phosphatase [Mus musculus]; purified mouse IAP, CDP-Star luminescence, 30 min; inhibition, % at 10 µM; 330,000 tested, 0.2% active; AID 2806, 2010;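 active = inhibition of at least 40% at 10 µM in the primary screen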;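 note: plate controls were DMSO with enzyme for no effect and no enzyme wells for full effect; values of inactives mirror those of a sister screen read the other way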
# * hit, by the source's call.
SMILES,A3G deaminase,tim10-1 inh,mIAP act,TIM10 inh,A3A deaminase,MIN6 prolif,hIAP block,NALP3 yeast inh,mIAP inh
Cc1ccc(CSc2nc3nc(C)cc(C)n3n2)cc1,-4,-16,1,-8,-3,-1,-19,11,-1
CCOC(=O)C1CCCN(c2ncnc3c2oc2ccccc23)C1 (stereo not given),-2,-4,0.98,0,1,-5,-13,-2,2
c1nc(N2CCCCCC2)c2[nH]cnc2n1,-3,14,0.91,-2,2,4,-3,12,9
CC1CCN(C(=O)Cn2c(=O)n(CCc3ccccc3)c(=O)c3ccccc32)CC1,-4,18,1.1,6,-2,-1,7,28,-6
COC(=O)CCCC1=CC2=CC(=O)C(C)(O)C(=O)C2=CO1 (stereo not given),6,17,0.91,-10,11,-4,27,-4,9
CC(C)=CCC[C@](C)(O[C@@H]1O[C@H](CO[C@@H]2O[C@H](CO)[C@@H](O)[C@H](O)[C@H]2O)[C@@H](O)[C@H](O)[C@H]1O)C1CC[C@]2(C)C1C(=O)CC1[C@@]3(C)CC[C@H](O[C@H]4O[C@@H](CO)[C@H](O)[C@@H](O)[C@@H]4O)C(C)(C)C3CC[C@]12C (stereo not given in full),-8,-7,0.96,-4,-7,6,-4,5,4
Cc1csc(NC(=O)c2ccc(C(=O)Nc3nc(C)cs3)cc2)n1,-7,4,0.98,5,-4,-4,15,16,2
CC(c1ccccc1)N1CCn2c(nc3cc(NS(C)(=O)=O)ccc32)C1 (stereo not given),-1,6,0.91,14,-2,0,-4,3,9
COc1ccc(N2CCN(C(=O)c3cccc(Cn4cc(Cl)cn4)c3)CC2)cc1,-9,24,1,26,-4,-1,5,17,-3
COc1ccccc1CNS(=O)(=O)c1ccc(NC(C)=O)cc1,-5,8,1,0,0,1,7,6,0
COc1ccc(/C=C2\CCC/C(=C\c3ccc(OC)c(OC)c3OC)C2=O)c(OC)c1OC,-10,41*,0.98,21,-7,-6,11,-7,2
Cn1cc(CNC(=O)c2ccc3nc(Cc4ccccc4F)oc3c2)cn1,-5,6,0.94,7,-3,0,-16,17,6
COC(=O)c1nnn(CC(=O)Nc2cc(Cl)ccc2C)c1C(=O)OC,-1,9,1,3,-1,-1,13,-3,-4
Cc1ccc(C)c(OCc2cc(C(=O)N3CCN(c4ccccc4C)CC3C)no2)c1 (stereo not given),-7,2,0.96,2,-3,-5,-8,3,4
CCCCOCCCNC(=O)c1c(-c2ccccc2)noc1C,-2,20,0.93,19,-1,4,-9,11,7
C(=N\Nc1nc(N2CCCC2)nc(N2CCCC2)n1)/c1cccnc1,-6,21,1.1,19,4,-1,-6,27,-14
CN(C)CCCn1c2c(c(SCC(=O)Nc3cccc4ccccc34)nc1=O)CCC2,-8,-12,0.92,2,-1,-2,-3,21,8
O=C(c1ccco1)N1CCN(S(=O)(=O)c2ccc3c(c2)CCN3C(=O)C2CCC2)CC1,-5,27,1,13,-3,1,-12,3,-4
Cc1cc(C)c(S(=O)(=O)N2CCN(C)CC2)c(C)c1,-4,24,1,-13,-1,-3,-8,13,-1
CN(CC(=O)Nc1ccc(Cl)cc1)CC(=O)Nc1cccc(Br)c1,-3,18,1.1,28,11,0,-4,30,-8
CCOC(=O)c1cnc2c(ccc3ccccc32)c1NCCO,-2,38,0.93,61*,-1,1,-1,30,7
Cc1ccc(Nc2nc(-c3sc(NC(=O)c4ccccc4)nc3C)cs2)cc1,6,20,0.89,-12,8,-4,-4,1,11
COCCN1C(=O)c2ccccc2C(C(=O)NCCCN2CCCC2)C1c1c[nH]c2ccccc12 (stereo not given),-1,5,1,14,0,0,9,18,-2
C/C(=C\C(=O)c1ccc(F)cc1)NCc1ccc2c(c1)OCO2,1,8,1.1,-6,0,0,6,27,-6
COc1ccc(C(=O)Oc2cc(N)n(S(=O)(=O)c3ccc(C)cc3)n2)cc1,-6,23,0.98,36,0,-2,23,17,2
CC(=O)Nc1ccc(S(=O)(=O)N/N=C/c2cccnc2)cc1,-7,-5,1.1,4,-3,-3,-2,9,-6
Cc1ccc(S(=O)(=O)N(C)CC(=O)N(CC(C)C)C2CCS(=O)(=O)C2)cc1 (stereo not given),-8,-1,0.96,1,7,0,-5,11,4
CCc1ccccc1NC(=O)CN(C)C(=O)Cn1cnc2ccc(Cl)cc2c1=O,-7,-3,1,1,1,3,6,12,-2
CC(C)(C)n1nc2c(c1NC(=O)c1ccc(C(F)(F)F)cc1)CS(=O)(=O)C2,-11,-23,0.93,10,0,3,-20,12,7
CCc1cc(C(=O)OC)c(NC(=O)CSc2nccn2C)s1,-3,4,0.87,4,-2,-2,-8,21,13
CCC(=O)Nc1ccc(C(=O)OCc2ccccc2Cl)cc1,-8,37,1.1,58*,-5,-6,-12,31,-6
CC1CCCN(C(=O)COC(=O)COc2ccc(C#N)cc2)C1 (stereo not given),-10,7,0.97,0,-6,0,11,6,3
COc1cc(C2c3sc(=O)[nH]c3SC3C(=O)N(c4ccc(C)cc4)C(=O)C32)ccc1O (stereo not given),-5,17,0.67,14,1,-4,15,19,33
COc1ccc(-n2ncc3c(=O)n(CC(=O)N(C(C)C)C(C)C)cnc32)cc1,-10,5,0.92,-6,-4,-3,-6,21,8
Cc1cc(=O)[nH]c(N=N/C(=N/Nc2ccccc2C)c2ccccc2)n1,5,21,0.76,12,3,-4,-24,0,24
O=C(NC(Cc1ccccc1)C(=O)O)/C(=C\c1ccco1)NC(=O)c1ccc(Br)cc1 (stereo not given),-2,7,0.89,6,2,-2,-7,-13,11
CCCCN(C(=O)c1ccc(NC(=O)C(C)C)cc1)c1ccccc1,-9,26,0.95,38,-3,-1,6,9,5
O=C(NNC(=O)c1ccccc1-n1cccc1)c1ccc(Cl)nc1,-2,18,0.97,-1,-3,-3,-12,16,3
Cc1ccc(OCc2cc(C(=O)N3CCC(c4ccccc4Cl)C3)no2)cc1C (stereo not given),-2,10,0.89,-6,2,-6,-18,4,11
CCOC(=O)C1CCN(C(=O)c2ccccc2N(C)S(=O)(=O)c2ccccc2)CC1,3,25,1,23,1,0,-9,0,-2
CC(=O)Nc1ccc(CC(=O)NCCC(c2ccccc2)c2ccccc2)cc1,3,6,1.1,18,-3,-1,-44,12,-8
CC(C)(C)CC(C)(C)NC(=S)Nc1ccc2nc(-c3ccccn3)c(-c3ccccn3)nc2c1,0,25,1,19,-3,-6,-4,15,-3
O=C(CSc1ccc(-c2ccc(F)cc2)nn1)NC1CCCCC1,-3,8,1,16,4,-1,-7,-20,-1
CC(=O)Nc1cccc(NS(=O)(=O)c2cn(C)c(=O)n(C)c2=O)c1,3,-5,0.97,-15,-1,-2,-10,2,3
COc1ccc(NC(=S)Nc2cc(C)ccn2)c(OC)c1,-6,-1,1,2,-2,3,16,27,0
COc1cccc(C(=O)NC2CC(C)(C)Cc3c2cnn3-c2cccc(F)c2)c1OC (stereo not given),-8,8,1.1,1,-2,-1,0,12,-6
Cc1ccc(S(=O)(=O)N(C)C[C@H]2Oc3ccc(NC(=O)C4CCCCC4)cc3C(=O)N([C@H](C)CO)C[C@H]2C)cc1,-2,0,1.1,-1,3,-4,-17,11,-12
COc1ccc(N(C(=O)c2snc(C(N)=O)c2N)C(C(=O)NCC2CCCO2)c2ccc(C)o2)cc1OC (stereo not given),-12,8,0.92,19,-3,2,19,4,8
C=CCn1c(SCc2ccc([N+](=O)[O-])cc2)nnc1C(C)NC(=O)c1ccccc1 (stereo not given),-1,17,1,-18,2,-1,15,17,-4
COC(=O)c1c(N2C(=O)[C@H]3[C@@H](C2=O)[C@]2(C(=O)Nc4ccc(C)cc42)N2CCC[C@@H]32)sc(C)c1C,-9,7,0.86,6,0,-1,0,22,14
Cc1ccc(C(=O)Nc2cc(Cl)ccc2-n2cncn2)s1,-5,-11,1,16,1,0,0,23,-3
COc1cccc(OC)c1-c1nn2c(-c3cc(-c4ccccc4)n[nH]3)nnc2s1,-5,-6,0.74,-17,9,-1,-27,47,26
COc1cc(C2C(C(N)=O)=C(C)Nc3nc(CCCO)nn32)cc(OC)c1OC (stereo not given),4,8,0.93,7,1,1,0,22,7
CCOc1ccc(C(C)NC(=O)C2CCC2)cc1 (stereo not given),-4,3,0.96,-8,4,0,-3,17,4
O=C(NNc1ccc([N+](=O)[O-])cc1[N+](=O)[O-])C1C2CCCCC21 (stereo not given),-3,16,0.87,11,-1,-2,9,8,13
Cc1ccc(Nc2nc(-c3ccc(C)cc3)c(CC(=O)O)s2)cc1,0,19,0.82,10,0,-6,13,24,18
O=C(Nc1cccc(S(=O)(=O)N2CCCCC2)c1)c1ccc2ncsc2c1,-1,13,0.96,5,10,-1,5,8,4
COc1ccccc1-c1nnc2n1N=C(c1ccc(OC(F)F)c(OCC3CC3)c1)CS2,-2,-1,0.96,-11,3,4,-7,18,4
CC(=O)/C=C/c1ccccc1Oc1c(F)c(F)nc(F)c1F,4,45*,1,26,2,-6,3,-84,-3
N#CCc1ccc(NC(=O)c2ccccc2C(=O)Nc2ccc(CC#N)cc2)cc1,-9,16,0.84,17,-3,-4,-9,15,16

# Next results.
SMILES,A3G deaminase,tim10-1 inh,mIAP act,TIM10 inh,A3A deaminase,MIN6 prolif,hIAP block,NALP3 yeast inh,mIAP inh
O=C(c1ccc(Cl)cc1)N1CCCOC1,-6,-5,1,-7,0,-1,-9,-15,-4
Cn1c(C(=O)N/N=C/c2ccccc2)cc2ccccc21,7,3,1,7,-5,1,0,15,-1
Cc1ccc2c(C)c(C(=O)N(C)CCC3CCCCO3)oc2c1C (stereo not given),-11,18,0.9,7,-2,4,0,27,10
C=CCn1c(SC2CCOC2=O)nc2scc(C3CC3)c2c1=O (stereo not given),-4,37,0.92,-12,-2,0,1,-22,8
CCOc1ccc(OCC)c(S(=O)(=O)n2cc(C)nc2CC)c1,-10,11,1,25,-5,0,-4,7,0
CCC(=O)NC(=S)Nc1ccc(S(=O)(=O)NC(C)=O)cc1,-5,6,0.94,7,-3,-1,1,11,6
CCOC(=O)c1cc2n(n1)C(C(F)(F)F)CC(C)N2 (stereo not given),-4,15,0.95,-13,-19,-1,-6,4,5
O=C1NCCCCC1NS(=O)(=O)c1ccc(F)c(F)c1 (stereo not given),-8,-16,1,0,-2,0,4,4,-1
Cc1c(C(=O)NCc2ccccn2)oc2ccc(S(=O)(=O)N3CCC4(CC3)OCCO4)cc12,-7,5,0.93,18,-1,-3,-1,-3,7
CC(C)NC(=O)CSc1nc(Cc2ccccc2)nc2ccccc12,9,15,0.93,-8,-2,-1,-22,29,7

# Screening results (PubChem)
